NF-kB expr up: raises NF-kB expression in human neuronal cells; NF-kB reporter expression; stronger effect = higher value; fold change at 12.5 µM; actives 1.6% (n = 190,000); in the data active = fold change above about 3.3
TLR4-MyD88 BLA: blocks binding of human TLR4 to MyD88; HeLa CL3-4 TLR4/MyD88 BLA complementation, FRET ratio; inhibition, % at 8.4 µM; actives 0.18% (n = 200,000); O00206+Q99836; in the data active = inhibition above about 25%;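 also: 0% = vehicle and 100% = reference inhibitor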
Target sequence (O00206 whole entry, looked up): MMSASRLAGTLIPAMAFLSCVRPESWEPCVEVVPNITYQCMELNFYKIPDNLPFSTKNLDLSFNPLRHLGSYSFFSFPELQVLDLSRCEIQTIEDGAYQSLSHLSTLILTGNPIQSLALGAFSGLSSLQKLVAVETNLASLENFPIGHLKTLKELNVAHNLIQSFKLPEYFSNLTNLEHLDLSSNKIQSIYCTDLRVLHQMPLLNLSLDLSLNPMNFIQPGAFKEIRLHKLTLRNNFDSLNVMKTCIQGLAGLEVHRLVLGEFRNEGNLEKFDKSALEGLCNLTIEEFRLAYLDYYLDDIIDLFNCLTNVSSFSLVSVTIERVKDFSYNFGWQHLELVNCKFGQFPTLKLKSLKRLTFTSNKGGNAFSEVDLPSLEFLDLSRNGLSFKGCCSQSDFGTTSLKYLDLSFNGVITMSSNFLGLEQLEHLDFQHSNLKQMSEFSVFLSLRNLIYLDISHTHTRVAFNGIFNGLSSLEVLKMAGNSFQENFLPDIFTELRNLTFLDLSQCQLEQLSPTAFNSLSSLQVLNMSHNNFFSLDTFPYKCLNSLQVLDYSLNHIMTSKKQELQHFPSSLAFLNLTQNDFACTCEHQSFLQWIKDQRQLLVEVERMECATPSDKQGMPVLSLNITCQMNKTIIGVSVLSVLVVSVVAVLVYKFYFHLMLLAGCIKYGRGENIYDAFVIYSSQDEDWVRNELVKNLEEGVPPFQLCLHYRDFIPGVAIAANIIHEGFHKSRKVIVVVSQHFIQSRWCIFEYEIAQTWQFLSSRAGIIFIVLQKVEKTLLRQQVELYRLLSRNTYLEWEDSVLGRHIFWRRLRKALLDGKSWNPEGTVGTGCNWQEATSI
Target sequence (Q99836 whole entry, looked up): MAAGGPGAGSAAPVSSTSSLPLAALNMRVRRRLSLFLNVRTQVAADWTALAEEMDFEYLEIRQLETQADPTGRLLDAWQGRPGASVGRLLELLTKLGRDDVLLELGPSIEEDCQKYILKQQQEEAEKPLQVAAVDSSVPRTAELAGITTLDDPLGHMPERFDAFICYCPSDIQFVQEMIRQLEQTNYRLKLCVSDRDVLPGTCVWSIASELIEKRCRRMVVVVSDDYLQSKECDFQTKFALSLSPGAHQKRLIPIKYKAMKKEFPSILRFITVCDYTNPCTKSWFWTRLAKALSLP
Diaph act CS: diaphorase activation or chemical reduction counter-screen. Diaphorase/resazurin coupled assay, resorufin fluorescence, 16 min; stronger effect = higher value; 1 = vehicle wells, 0 = NADH-free wells. actives 0.005% (n = 190,000). AID 1229. activation factor at 20 µM;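 active = diaphorase activity raised at least twofold by the compound at 20 µM; inactive = activation factor below 2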
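System – purified diaphorase enzyme from Clostridium kluyveri · Input – enzyme 0.07 U/mL final · Also added – final NADH 0.114 mM, resazurin 0.1 mM · Measured by – fluorescence of resorufin, 544 nm excitation, 590 nm emission · Timing – 16 min enzyme reaction, ambient temperature · Measure – resorufin increase flagging diaphorase activators or reducers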
G6PDH CS: inhibits Leuconostoc G6PDH, flagging false hits in G6PDH-based assays | Purified L. mesenteroides G6PDH, diaphorase/resazurin coupled fluorescence, 45 min | inhibition, % at 5 µM | actives 0.12% (n = 200,000); in the data active = inhibition above about 50%
STAT1 activator: activators of IFN-gamma induced STAT1 signaling; actives 2.6% (n = 200,000); NIH 3T3 STAT1-luciferase reporter, luminescence; 100% = IFN-gamma alone, no compound; AID 932; activation (% of control), % at 5.5 µM;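 active = activation above the screen-wide mean activation plus 3 SD, cut at about 130% in these data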;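 also: raw ratio to IFN-gamma control signal so 100% means no change and 0% no light; values of inactives mirror those of a sister screen read the other way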
Diaph inh CS: diaphorase inhibition or chemical oxidation counter-screen. actives 0.69% (n = 190,000). inhibition, % at 20 µM. diaphorase resazurin-to-resorufin fluorescence, NADH, 16 min; bacterial (C. kluyveri) enzyme, not human. AID 1217;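 active = primary screen inhibition at 20 µM above a set limit, cut at about 50% in these data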;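 also: plate controls were DMSO with full reaction for no effect and wells lacking NADH for full effect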
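Assay system: diaphorase enzyme from Clostridium kluyveri; Input: enzyme working solution with 0.14 U/mL diaphorase; Timing: 16 min at room temperature; Technique: resorufin fluorescence, excitation 544 nm, emission 590 nm; Benchmarks: positive control minus NADH, DMSO neutral control.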
APP transl inh: APP translation inhibition; SH-SY5Y APP 5'UTR-luciferase reporter, luminescence; inhibition, % at 2 µM; actives 0.82% (n = 190,000);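 active = inhibition above a set limit, derived from the sample mean plus 3 SD, cut at about 45% in these data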; also: values of inactives mirror those of a sister screen read the other way
FLuc act counter: affects firefly luciferase, flagging false hits in luciferase stimulation screens | P08659 | ATPlite luciferase biochemical, luminescence, 10 min; 0 = ATP-free wells, 1 = DMSO control | activation factor at 10 µM | 200,000 tested, under 10 active;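 active = luciferase activation factor, scaled between plate controls, of at least 2 with compound at 10 µM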
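System: luciferase plus luciferin reagent, cell-free; medium: PBS as buffer for the ATP substrate; dosing: test compounds dosed from 2 mM stocks in 100% DMSO; timing: 10 min post-reagent at room temperature; measured by: luminescence measurement of luciferase light output; evaluation: luciferase activation, seen as luminescence increase over controls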
FLuc inh counter: counter-screen for luciferase assay inhibitors: firefly luciferase inhibition | P08659 | ATPLite firefly luciferase biochemical luminescence, 10 min | inhibition, % at 10 µM | actives 1.5% (n = 200,000) | AID 1006;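 active = inhibition above about 50% when tested at 10 µM, limit read from the data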
APP 5'UTR act: activates APP 5'UTR luciferase reporter | SH-SY5Y APP 5'UTR luciferase reporter, luminescence; zero percent = DMSO vehicle wells | activation, % at 2 µM | actives 1% (n = 190,000) | AID 1276;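 active = activation above a set limit, based on mean plus 3 SD of controls, cut at about 140% in these data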; also: values of inactives mirror those of a sister screen read the other way
Numbers without * were called inactive; / = no result given.

SMILES	NF-kB expr up	TLR4-MyD88 BLA	Diaph act CS	G6PDH CS	STAT1 activator	Diaph inh CS	APP transl inh	FLuc act counter	FLuc inh counter	APP 5'UTR act
Cc1ccc(NC(=O)CCNS(=O)(=O)c2cccc3nonc23)cc1Cl	0.97	1	0.9	2	89	12	-35	1	-2	35
CCN(CC)S(=O)(=O)c1ccc(C)c(NS(=O)(=O)c2cc(/C=C/C(=O)O)cc(OC)c2OC)c1	1	8	1	4	102	5	-12	1.1	-8	12
CN(C)S(=O)(=O)c1cc(NC(=O)c2cc(=O)[nH]c3ccccc23)ccc1Cl	0.87	0	0.9	-1	100	6	-13	1.1	-8	13
COc1ccc2c(c1)CCc1c(C(=O)N3CCCc4ccccc43)noc1-2	1.4	-10	0.6	-26	118	37	-15	0.9	6	15
CCc1cccc(CC)c1NC(=S)NCC(c1cccnc1)N1CCOCC1 (stereo unspecified)	0.98	11	0.9	2	105	14	20	1	-1	-20
CC1CCOC2(O1)C(=O)Nc1ccccc12 (stereo unspecified)	1.1	-24	0.9	7	92	6	6	1	-4	-6
CCOc1cc2c(cc1/C=C(/C#N)c1ccc(C(=O)O)cc1)OCO2	0.98	3	0.9	2	98	8	10	1	-1	-10
Cc1ccc(NC(=O)c2nc[nH]c2C(=O)N[C@@H](C)c2ccccc2)cc1	0.99	-7	0.7	11	113	35	6	1.1	-7	-6
O=C(NCC(c1ccco1)N1CCOCC1)c1cccc([N+](=O)[O-])c1 (stereo unspecified)	1.1	-6	0.9	-1	95	11	-6	1.1	-6	6
COc1ccc(-n2c(CCc3ccccc3)nnc2SCC(=O)c2ccc(Cl)cc2)cc1	1.4	-3	0.9	-20	102	10	-3	1	-4	3
O=C(CCSCCC(=O)NCC1CCCO1)NCC1CCCO1 (stereo unspecified)	1.4	-15	0.9	11	104	13	4	1	-4	-4
CC1CCN(c2nc3c(c(=O)[nH]c(=O)n3C)n2Cc2ccccc2)CC1	1.1	2	0.9	4	102	13	1	1	-2	-1
CC(=O)c1ccc(OCC(O)CN2CCN(CCN3C(=O)c4cccc5cccc(c45)C3=O)CC2)cc1 (stereo unspecified)	0.25	0	1	-5	119	-5	-6	1	0	6
CC(C)(C)n1nc2c(c1NC(=O)c1ccc(Br)o1)CS(=O)C2 (stereo unspecified)	1.1	7	1	1	101	2	0	1	-4	0
O=C(Nc1ccc(C(=O)N2CCOCC2)cc1)c1cnn2c(C(F)F)cc(-c3ccccc3)nc12	0.39	8	0.8	21	104	19	0	1	-2	0
COc1ccccc1N(CC(=O)NCCSc1ccc(Cl)cc1)S(C)(=O)=O	0.96	9	0.8	5	92	18	11	1.1	-7	-11
NS(=O)(=O)c1ccc(-n2cccc2C=O)cc1	1.7	-3	0.9	4	100	7	5	1	-5	-5
Cc1cc2c(cc1C)-c1nnnn1C(C)(C)C2	1.1	-5	0.9	9	104	9	-4	1	0	4
O=C(CSCc1cccc(F)c1)N1CCN(c2ccccc2)CC1	2.3	9	0.8	0	118	15	-56	1	-2	56
Cc1ccnc(SCC(=O)Nc2sc3c(c2C#N)CCC(C(C)(C)C)C3)n1 (stereo unspecified)	0.87	-1	0.8	1	99	20	/	1	-1	/

Single records, from the list above. Screens in order: NF-kB expr up | TLR4-MyD88 BLA | Diaph act CS | G6PDH CS | STAT1 activator | Diaph inh CS | APP transl inh | FLuc act counter | FLuc inh counter | APP 5'UTR act
Record of COc1ccc(-n2c(CCc3ccccc3)nnc2SCC(=O)c2ccc(Cl)cc2)cc1 → 1.4 | -3 | 0.9 | -20 | 102 | 10 | -3 | 1 | -4 | 3
Record of O=C(CSCc1cccc(F)c1)N1CCN(c2ccccc2)CC1 → 2.3 | 9 | 0.8 | 0 | 118 | 15 | -56 | 1 | -2 | 56
Record of COc1ccc2c(c1)CCc1c(C(=O)N3CCCc4ccccc43)noc1-2 → 1.4 | -10 | 0.6 | -26 | 118 | 37 | -15 | 0.9 | 6 | 15
Record of CCc1cccc(CC)c1NC(=S)NCC(c1cccnc1)N1CCOCC1 (stereo unspecified) → 0.98 | 11 | 0.9 | 2 | 105 | 14 | 20 | 1 | -1 | -20
Record of CCOc1cc2c(cc1/C=C(/C#N)c1ccc(C(=O)O)cc1)OCO2 → 0.98 | 3 | 0.9 | 2 | 98 | 8 | 10 | 1 | -1 | -10

Later entries.
SMILES	NF-kB expr up	TLR4-MyD88 BLA	Diaph act CS	G6PDH CS	STAT1 activator	Diaph inh CS	APP transl inh	FLuc act counter	FLuc inh counter	APP 5'UTR act
CSc1nc(N)nc(SCCS(=O)(=O)c2ccc(Cl)cc2)c1C#N	3.2	-16	0.8	4	90	24	-2	1	-4	2
CCC(=O)Nc1ccc(-c2csc(NNC(C)=O)n2)cc1	1.6	3	1	11	96	4	-11	1	-3	11
CO/N=C(/CS(=O)(=O)c1ccc(C)cc1)c1ccc(OC)cc1	1.1	4	0.8	8	102	21	0	1	1	0
COC(=O)c1c(NC(=O)CSc2nnc(CNc3ccc(Cl)cc3)o2)sc(C)c1C	0.97	0	0.8	-6	97	23	-8	1	-4	8
COc1ccc2nc(Nc3sc4c(c3C(N)=O)CCCC4)sc2c1	1.9	9	0.7	-13	112	26	-29	0.9	15	29
CCOC(=O)C1=NN(c2ccc(F)cc2)C2=NC(C)=C(C(=O)OC)C(c3cccs3)N12 (stereo unspecified)	/	2	/	/	101	/	14	/	/	-14
COc1ccc(S(=O)(=O)N(C)C)cc1NC(=O)CSc1nnc(-c2cccnc2)o1	1.2	10	0.8	3	99	15	-18	1	-4	18
COc1ccc(Cl)cc1NS(=O)(=O)c1ccc(OC)c(OC)c1	1	-1	0.8	18	100	20	-1	1	-4	1
Cc1cccc(C(=O)Nc2ccccc2SCC2CSc3nc4ccccc4c(=O)n32)c1 (stereo unspecified)	1.2	-17	0.9	-12	97	7	-11	1	1	11
COc1ccc2nc(N3C(=O)CC(Cc4ccc(Cl)cc4)C3=O)sc2c1 (stereo unspecified)	1.1	-5	0.9	14	98	14	-15	1	0	15
COc1ccc(/C=C2\SC(=O)N(CCNC(=O)Cc3coc4cc(OC)ccc34)C2=O)cc1	1.2	-5	0.8	1	94	16	-13	1	-2	13
Cc1ccc(C)c(Sc2ccc(NC(=O)CCl)cc2)c1	3	4	0.8	4	94	24	60*	1	-4	-60
Cc1c(C(=O)NCC2CCCO2)oc2ccc(S(=O)(=O)N3CC(C)CC(C)C3)cc12 (stereo unspecified)	1.1	-6	0.8	13	100	22	5	1	-4	-5
COc1cccc(C2C(C(N)=O)=C(C)Nc3nc(-c4ccccc4Cl)nn32)c1 (stereo unspecified)	1.4	5	0.9	13	96	9	12	1	4	-12
CCOc1ccccc1-n1c(CN2CCN(C(=O)c3ccco3)CC2)nc2ccccc2c1=O	0.97	0	1	3	100	1	8	1.1	-5	-8
Cc1ccccc1C(=O)Nc1cccc(-c2cn3ccccc3n2)c1	1.1	-1	0.9	12	102	7	-13	0.8	18	13
Cc1ccc(S(=O)(=O)Nc2ccc(NC(=O)c3c(F)c(F)c(F)c(F)c3F)cc2)cc1	1.2	-24	0.7	-1	92	34	21	1.1	-6	-21
COc1cc(CN(CCc2c(C)[nH]c3ccc(C)cc23)C(=S)NC(C)(C)C)cc(OC)c1OC	0.97	4	0.9	13	94	10	-2	1.1	-13	2
Cc1ccccc1-c1nc2ccccc2[nH]1	2.6	-9	0.9	3	133*	9	-56	0.8	24	56
Cn1c(=O)oc2cc(S(=O)(=O)N3CCCC3)ccc21	1.2	-1	0.8	12	107	20	-3	1	1	3
CC(CCc1ccccc1)NC(=O)CN1CCN(c2ccc(O)cc2)CC1 (stereo unspecified)	2.2	-8	0.6	9	98	38	4	1	-2	-4
Cc1cc(Nc2ccccc2)n(CCOC(=O)COc2ccccc2)n1	0.96	0	1	0	102	4	3	1	-5	-3
COc1cccc(C(=O)N2CCN(C(=O)c3ccc(-c4ccccc4)cc3)CC2)c1OC	1	4	0.8	9	93	20	2	1.1	-11	-2
CC(=O)CC(C)(C)S(=O)(=O)c1ccc(Oc2ccc(S(=O)(=O)C(C)(C)CC(C)=O)cc2)cc1	1.2	-11	0.9	11	97	13	9	1	-2	-9
CC(C)C(=O)Nc1ccc2c(c1)C(=O)N(CCC(=O)O)C2=O	1.1	1	0.8	5	103	20	-10	1	-1	10
COc1cccc2c(=O)c(C/C=C(/C)Cl)c(C)[nH]c12	0.82	1	0.8	4	103	17	-8	1.1	-7	8
Cc1ccc(OCCOCCn2cnc3ccccc3c2=O)c([N+](=O)[O-])c1	1.3	-3	0.9	10	111	14	-7	1	-4	7
CCOC(=O)C(C)Sc1nc(=O)n2ccccc2n1 (stereo unspecified)	1.2	-4	1	4	96	0	1	1	-2	-1
CCC1(C)Cc2ccccc2-c2nc(NCCCO)n(-c3ccccc3)c(=O)c21 (stereo unspecified)	0.71	-1	0.9	-1	98	14	11	1	-5	-11
Cc1[nH]c2ccccc2c1C(=O)C(=O)NCC1CCCO1 (stereo unspecified)	0.85	7	1	-5	105	0	-7	1	-4	7
COCCNC(=S)NCc1ccc2[nH]c3c(c2c1)CCCC3	1.1	0	0.8	3	97	21	-17	1.1	-8	17
O=C(CSCc1ccc(Br)cc1)Nc1ccc(S(=O)(=O)N2CCCCCC2)cc1	0.75	-1	0.8	0	99	16	-17	1	5	17
Cc1[nH]c2ccccc2c1SCCNC(=O)c1ccc(S(=O)(=O)N2CCCC2)cc1	0.8	6	0.8	18	100	16	4	1.1	-11	-4
CC(C)Nc1oc(Cc2cccc3ccccc23)nc1C#N	0.73	4	0.7	10	93	25	1	1	-2	-1
CNC(=O)/C(C#N)=C/c1c(N(Cc2ccccc2)Cc2ccccc2)nc2ccccn2c1=O	0.35	1	0.8	-19	101	16	-22	1	-4	22
O=C(Oc1cc2oc(=O)cc(-c3ccccc3)c2cc1Cl)C1CCCCC1	0.95	20	1	8	89	3	-9	1	0	9
CC(C)CNS(=O)(=O)c1ccc(CCC(=O)NCCC2=CCCCC2)cc1	1.8	-4	1.1	4	92	-9	-4	1.1	-7	4
COc1cc(NC(=O)Cc2ccc(F)cc2)cc(OC)c1OC	0.85	3	0.8	3	94	19	-12	1	-4	12
Cc1c(C(=O)OCCOC(C)C)[nH]c2c1C(=O)CC(C)(C)C2	1	-1	0.9	-7	99	12	-5	1	-1	5
Cn1nnnc1SCC(=O)c1ccco1	1	11	0.9	8	107	9	2	1	-4	-2
CCOc1cc(C(=O)Nc2ccccc2N2CCN(S(C)(=O)=O)CC2)cc(OCC)c1OCC	0.36	0	0.8	-38	104	17	-18	1.1	-7	18
CCOc1ccccc1C(=O)OCC(=O)Nc1ccc(N2CCCCC2)cc1	1.4	-2	1	6	106	2	-3	1	1	3
COc1ccc(NC(=O)C2CCCN2c2ccc(OC)c(OC)c2)cc1OC (stereo unspecified)	1.1	10	0.6	14	99	38	-25	1	-2	25
O=C(NCN1C(=O)C2C3C=CC(C3)C2C1=O)OC1CCCCC1 (stereo unspecified)	0.97	10	1	-3	100	1	-22	1.1	-6	22
